hgDAF12 agonist: H. glycines DAF-12 receptor agonists, primary screen, cell-based, luminescence, HEK293, GAL4 fusion, UAS-luciferase; HEK293 GAL4-hgDAF12 UAS-luciferase reporter, agonist luminescence; normalized to butyrate control; activation, % at 6.8 µM; 370,000 compounds, 1.8% hits; Nuclear hormone receptor DAF-12 (Heterodera glycines), GAL4 fusion;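 active = activation above a cutoff set at the mean of all screened compounds plus 3 SD, cut at about 10% in these data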;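 also: 0% = DMSO wells and 100% = sodium butyrate wells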
Rev-erbA mod: modulators of Rev-erb alpha DNA binding, primary screen, biochemical, FITC-DNA, fluorescence polarization, uHTS; activity, % at 10 µM; Rev-erbα–FITC-DNA binding, 90 min; 370,000 compounds, 0.79% hits; Nuclear receptor subfamily 1 group D member 1 (Homo sapiens), P20393;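 active = activity above about 14%, limit read from the data; passing the limit was not always enough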;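 also: 0% = DMSO wells with 35 nM protein and 100% = DMSO wells with 750 nM protein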
HGIII-sPLA2 inh: human group III sPLA2 inhibitors, primary screen, biochemical, QFRET, BODIPY PC-A2 liposome substrate; Group 3 secretory phospholipase A2 (Homo sapiens), Q9NZ20; 370,000 compounds, 0.56% hits; QFRET BODIPY PC-A2 liposome hydrolysis, fluorescence; inhibition, % at 12.2 µM; AID 743126, 2013;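 active = inhibition above mean plus 3 SD of compounds lying within the high and low control bounds, cut at about 19% in these data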;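 also: 0% = median of test compound wells and 100% = no enzyme DMSO wells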
SMARCA2 act: SMARCA2 (BRM) function activators, primary screen, cell-based, luminescence, high throughput; MG213 cells, MMTV-luciferase reporter, dexamethasone, overnight; activation, % at 9.1 µM; 370,000 compounds, 1% hits; in the data active = activation above about 7.8%;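 also: 0% = vehicle wells and 100% = reference activator wells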
PLCb3 inh: human PLC-beta3 inhibitors, primary screen, biochemical, fluorescence | 1-phosphatidylinositol 4,5-bisphosphate phosphodiesterase beta-3 (Homo sapiens), Q01970 | Purified PLC-beta3, fluorogenic substrate | inhibition, % at 12.2 µM | 370,000 compounds, 0.18% hits | AID 720704, 2013; in the data active = inhibition above about 11%;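 also: 0% = median of compound wells on plate and 100% = full blocker control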
Target sequence (Q01970 whole entry, looked up): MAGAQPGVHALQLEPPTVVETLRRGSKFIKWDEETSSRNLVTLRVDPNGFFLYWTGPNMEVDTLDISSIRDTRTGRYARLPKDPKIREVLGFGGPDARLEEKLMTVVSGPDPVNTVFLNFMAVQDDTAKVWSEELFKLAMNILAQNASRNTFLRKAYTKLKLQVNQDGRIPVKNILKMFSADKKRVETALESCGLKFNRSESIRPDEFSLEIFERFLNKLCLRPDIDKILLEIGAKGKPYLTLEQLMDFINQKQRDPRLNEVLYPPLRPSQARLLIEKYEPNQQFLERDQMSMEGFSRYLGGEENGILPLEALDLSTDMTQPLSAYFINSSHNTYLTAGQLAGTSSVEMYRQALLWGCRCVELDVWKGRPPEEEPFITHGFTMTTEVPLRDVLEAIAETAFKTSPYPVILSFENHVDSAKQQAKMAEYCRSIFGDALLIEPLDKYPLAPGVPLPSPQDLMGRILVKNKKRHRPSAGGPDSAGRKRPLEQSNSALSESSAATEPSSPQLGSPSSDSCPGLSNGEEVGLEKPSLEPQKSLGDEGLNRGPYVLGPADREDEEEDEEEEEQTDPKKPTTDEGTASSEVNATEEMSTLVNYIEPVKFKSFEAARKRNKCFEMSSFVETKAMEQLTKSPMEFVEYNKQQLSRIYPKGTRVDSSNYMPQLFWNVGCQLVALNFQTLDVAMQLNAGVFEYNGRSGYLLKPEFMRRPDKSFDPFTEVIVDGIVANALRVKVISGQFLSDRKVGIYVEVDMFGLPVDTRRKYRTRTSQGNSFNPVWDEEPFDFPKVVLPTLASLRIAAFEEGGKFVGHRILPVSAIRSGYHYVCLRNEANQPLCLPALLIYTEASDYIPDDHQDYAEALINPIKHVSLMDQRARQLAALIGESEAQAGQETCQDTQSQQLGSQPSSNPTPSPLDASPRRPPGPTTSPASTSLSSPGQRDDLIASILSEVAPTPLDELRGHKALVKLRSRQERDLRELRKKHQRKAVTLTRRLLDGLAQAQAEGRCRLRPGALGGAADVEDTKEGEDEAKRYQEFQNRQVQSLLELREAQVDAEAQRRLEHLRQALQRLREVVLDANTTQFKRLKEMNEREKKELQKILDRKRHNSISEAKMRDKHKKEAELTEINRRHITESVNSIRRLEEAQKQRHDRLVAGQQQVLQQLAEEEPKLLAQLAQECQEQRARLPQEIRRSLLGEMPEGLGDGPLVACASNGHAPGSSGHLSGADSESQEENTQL
DAX1 inh-1: DAX1 (NR0B1) inhibitors, primary screen, cell-based, HEK293, Gal4-DAX1, luciferase luminescence; 340,000 compounds, 0.99% hits; HEK293 Gal4-DAX1 luciferase reporter; Nuclear receptor subfamily 0 group B member 1 (Homo sapiens), P51843; inhibition, % at 6.75 µM; AID 504766, 2011;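 active = inhibition above the mean over all tested compounds plus 3 SD, cut at about 4.2% in these data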;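 also: 0% = DAX1-transfected cells with DMSO and 100% = empty-vector control cells with DMSO; inhibition shows as a rise in luminescence from relieved DAX1 repression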
ssDAF12 agonist: S. stercoralis DAF-12 nuclear receptor activators, primary screen, cell-based, luminescence, HEK293, GRIP1 co-expression, lit1-tk-luc | Nuclear hormone receptor DAF-12 (Strongyloides stercoralis) | HEK293 ssDAF-12/GRIP1 lit1-tk-luc reporter; % of 3 µM dafachronic acid response | activation, % at 6.8 µM | 370,000 compounds, 1% hits;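 active = activation above the mean over all tested compounds plus 3 SD, cut at about 0.9% in these data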;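 also: 0% = DMSO-only wells and 100% = 3 µM delta7-dafachronic acid wells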
PG9 Ab binder: binders of HIV-1 gp120 antibody PG9, primary screen, biochemical, TR-FRET | TR-FRET gp120-PG9 antibody binding | inhibition, % at 6.7 µM | 360,000 compounds, 0.43% hits; in the data active = inhibition above about 8.5%
hcDAF12 agonist: H. contortus DAF-12 nuclear receptor activators, primary screen, cell-based, luminescence, HEK293, lit1-tk-luc reporter; HEK293 hcDAF-12 lit1-tk-luc reporter; 0% DMSO, 100% Δ7-dafachronic acid; activation, % at 6.8 µM; 370,000 compounds, 1.4% hits; AID 652067, 2013;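 active = activation above the mean of all tested compounds plus 3 SD, cut at about 5.5% in these data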;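 also: 100% = response to 3 µM Δ7-dafachronic acid high control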
FXN GAA850 act: FXN promoter activators, primary screen, cell-based, luciferase luminescence, HEK293 lucGAA850; activation, % at 6 µM; 360,000 compounds, 0.56% hits; HEK293 lucGAA850 FXN promoter luciferase reporter, 24 h; percent of 10 µM SAHA response; AID 540364, 2011;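 active = activation above the average of all compounds screened plus 3 SD, cutoff fixed separately per campaign, cut at about 7.5% in these data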;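 also: 0% = DMSO wells and 100% = 10 µM SAHA wells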
DAX1 inh-2: DAX1 (NR0B1) inhibitors on StAR promoter, primary screen, cell-based, luminescence, SF-1 (NR5A1), full-length DAX-1; HEK293T StAR-luciferase reporter, SF-1/DAX-1 repression relief; inhibition, % at 6.8 µM; 370,000 compounds, 1.1% hits; AID 652010, 2013;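 active = inhibition above the mean over all tested compounds plus 3 SD, cut at about 3.6% in these data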;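 also: 0% = DAX-1 cells with DMSO and 100% = cells lacking DAX-1 with DMSO; higher inhibition means more luminescence from relief of DAX-1 repression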
The depositor's hits bear a star; nt = no result given. Rows were taken by chance. Share with any hit: about 7%.

#	smiles	hgDAF12 agonist	Rev-erbA mod	HGIII-sPLA2 inh	SMARCA2 act	PLCb3 inh	DAX1 inh-1	ssDAF12 agonist	PG9 Ab binder	hcDAF12 agonist	FXN GAA850 act	DAX1 inh-2
1	O=C(NCCC1=CCCCC1)C(=O)NCC(c1ccco1)N1CCN(c2ccccc2F)CC1 (stereo not given)	2.5	-1	15	-3	2	-0.4	-1.4	1.2	-0.2	-0.5	0.0
2	COC(=O)c1ccc(NS(=O)(=O)NC(=O)c2cn(C)c3ccccc23)cc1	5.9	1	1	2	-5	0.4	-0.8	0.3	1.4	0.7	0.8
3	COc1ccc(-c2csc(NC(=S)NC(=O)c3cccs3)n2)cc1Br	-0.3	1	-4	2	-7	nt	-1.9	-1.0	-1.8	1.2	0.1
4	Cc1cc([N+](=O)[O-])nn1CCCC(=O)Nc1cc(Oc2ccc(F)cc2)cc([N+](=O)[O-])c1	-1.3	2	15	-2	-2	3.6	-1.0	1.1	0.6	2.9	-0.1
5	CCOC(=O)C(=O)/C(=C\N(C)C)c1onc(-c2c(F)cccc2Cl)c1C(=O)OC	0.1	-3	-8	1	-8	0.3	-0.8	-1.5	-0.9	-0.9	0.3
6	CN(/C(=N\S(=O)(=O)c1ccccc1)c1ccccc1)c1ccc(O)cc1	-1.1	2	-3	0	2	-0.5	-1.1	1.0	-1.6	2.8	-0.5
7	COc1ccccc1Cc1c(-c2ccc(C)cc2)nc2c3ccccc3ccn12	0.2	0	6	-4	-23	nt	0.5	0.1	1.0	nt	-0.4
8	COc1ccccc1CCNC(=O)c1ccc(C)o1	0.6	-2	5	0	1	0.1	-0.4	-1.1	0.8	0.4	-0.1
9	COc1ccc(C(C)=O)cc1CC1(C)C(=O)Nc2ccc(-c3cccc(C(F)(F)F)c3)cc21 (stereo not given)	-0.8	4	-18	-8	-3	nt	-0.5	-1.1	-3.8	6.9	-2.5
10	O=C(CC1Oc2ccccc2NC1=O)NCc1ccccc1 (stereo not given)	-2.7	1	-2	-2	1	1.3	-0.7	-1.9	0.0	-0.1	-0.1
11	COc1cccc(NC(=O)Nc2ccc3nsnc3c2)c1	14*	3	-30	-1	-34	2.4	-0.2	1.2	1.1	-2.8	1.5
12	CN(Cc1ccccc1)S(=O)(=O)c1ccc(Cl)c(C(=O)N2CCOCC2)c1	-1.8	2	8	2	4	-0.1	-1.4	-2.4	1.1	-0.1	-0.3
13	CC(=O)OC[C@H]1O[C@@H](Sc2cccc3cccnc23)[C@H](OC(C)=O)[C@@H](OC(C)=O)[C@@H]1OC(C)=O	0.6	-2	-5	-1	-34	-0.1	-1.4	-0.5	0.6	0.5	0.1
14	Cc1ccc(NC(=O)CCS(=O)(=O)c2ccc3c(c2)NC(=O)C(C)S3)nc1 (stereo not given)	-2.1	-4	-4	-3	-15	-0.6	-0.7	-0.1	-1.7	0.1	-0.4
15	CCOC(=O)c1nnc(-c2ccc(C)cc2)nc1Sc1cccc(Cl)c1	-1.0	0	1	1	2	1.1	-0.1	-0.3	1.6	-1.0	-0.6
16	O=C(COc1ccc(S(=O)(=O)N2CCOCC2)cc1)NCc1ccccc1	1.7	-2	-3	3	1	0.2	-1.0	1.2	-1.0	2.0	-0.4
17	CN(C)S(=O)(=O)c1cccc(-c2nn(-c3ccccc3)cc2/C=C(\C#N)c2nc3ccccc3[nH]2)c1	6.1	17	-1	-1	-27	-0.7	-1.0	-3.2	-0.6	-13	0.5
18	CSCC[C@H](NC(=O)C1CCN(S(=O)(=O)c2ccc(C)cc2C)CC1)c1nc2ccccc2[nH]1	0.5	-3	9	-1	0	-0.4	-0.5	0.2	0.5	-4.3	-0.8
19	COc1ccc(C(c2oc(CO)cc(=O)c2O)c2oc(CO)cc(=O)c2O)cc1OC	3.5	6	-2	0	-5	0.7	-1.1	0.2	-0.4	0.5	0.2
20	N#C/C=C(/c1ccc(F)cc1)N1CCOCC1	0.5	1	-8	-4	-18	2.4	-1.1	0.4	0.8	0.9	-0.1
21	c1ccc2c(N3CCCCCC3)nc(-c3ccncc3)nc2c1	-1.1	-1	-15	-1	-45	-0.5	-2.0	0.1	-2.3	3.6	-1.1
22	COc1cccc(Cn2cc(COC(=O)NCCc3c[nH]c4ccccc34)nn2)c1	-1.7	-5	-73	-1	-6	nt	-1.5	nt	-1.2	nt	-0.6
23	C=C1C(=O)OC2C1C(OC(=O)C(C)=CC)CC(=C)C1C(O)C3OC3(C)C21O (stereo not given)	1.5	-2	-1	0	-4	0.3	-0.8	-0.4	-1.0	3.6	-0.5
24	CC1(C(=O)NS(=O)(=O)c2ccc(F)cc2F)CCN1C(=O)CC1CC1 (stereo not given)	1.6	-2	0	-1	2	nt	-0.9	1.4	-1.1	-0.7	0.4
25	CC1(C)Cc2c(sc3ncnc(N)c23)CO1	2.5	-6	2	-3	-2	0.6	-0.6	7.6	-1.2	-1.9	-0.8
26	O=C(CSc1n[nH]c(C2CCCC2)n1)NC1CCCC1	-2.4	-2	1	-1	1	0.8	-0.8	1.5	2.4	1.2	0.0
27	CN1CCN(C(=O)/C(=C/c2cccs2)NC(=O)c2ccco2)CC1	1.7	-5	1	-2	2	0.7	-0.6	1.1	-1.0	0.5	-0.2
28	COC(=O)c1ccc(NC(=O)CN2CCN(c3ccccc3)CC2)cc1	1.9	-1	13	-3	-7	0.9	-1.2	-0.9	-0.7	2.1	-0.3
29	CC(=O)Nc1ccc(S(=O)(=O)NNC(=O)CCc2ccccc2)cc1	0.7	-3	0	-1	1	0.8	-0.6	-0.5	-2.2	-2.4	-0.1
30	Cc1oc(-c2cccc(Cl)c2)nc1CN1CCC(C(=O)NCC2CCCO2)CC1 (stereo not given)	1.2	1	2	-3	-1	-0.6	-2.2	-1.0	-1.5	-1.9	-0.7
31	Cc1ccc(C(=O)NCCCc2ccccc2)c(C)c1	15*	-1	-2	10*	4	6.8*	0.2	-3.5	4.7	2.6	3.1
32	O=C(O)CCNC(=O)/C(=C\c1ccco1)NC(=O)c1ccco1	-0.1	-2	-3	-1	-16	2.1	-0.9	-1.3	-1.5	0.2	0.2
33	COc1cccc(-c2ccc(SCc3ccccn3)nn2)c1	12*	-1	2	1	-1	0.5	0.5	-1.1	2.0	8.7*	2.5
34	Cc1sc2ncnc(NCC(c3ccco3)N3CCCC3)c2c1C (stereo not given)	-1.6	8	-3	1	4	-0.5	-1.5	0.8	0.0	-0.8	0.5
35	CC(C)(O)CN(C(=O)c1ccccc1)C1CCCCC1	2.5	-1	2	-5	3	0.3	-1.1	-1.9	1.4	-1.5	-0.2
36	C=CCNC1=C(Cl)C(=O)c2ccccc2C1=O	-6.1	-1	5	0	4	-0.8	-0.8	-8.8	3.5	5.9	-2.1
37	COC(=O)[C@]12C[C@H](CC(=O)N3CCCCC3)C(=O)N(Cc3ccccc3)C1=C[C@H](COCc1ccccc1)O[C@@H]2C	-2.1	4	-9	2	1	nt	-1.3	nt	-3.1	nt	0.0
38	Cc1cc(C(=O)OCC(=O)Nc2cc(C)on2)c2ccccc2n1	-1.9	5	3	-4	-6	0.3	-1.2	0.9	-0.2	1.6	-0.6
39	OCCCNc1c2c(nc3cc(-c4ccc(Cl)cc4)nn13)CCC2	0.5	-4	-2	3	-18	-0.2	-1.9	-0.2	-1.8	4.2	-0.3
40	CC1CC(C)CN(c2ncnc3c2cnn3Cc2ccc(Cl)cc2)C1 (stereo not given)	0.2	5	9	2	7	-0.1	-1.2	1.0	-0.6	0.2	-0.1
41	CCCCc1c(C)nc2ccc(C(=O)OCC)cc2c1Cl	0.7	4	4	-1	-2	-0.2	-1.2	-1.5	-2.4	2.4	0.7
42	CCOC(=O)[C@]12CCC=C1N(Cc1ccc3c(c1)OCO3)C(=O)[C@H](CC(=O)NCc1cccc3ccccc13)C2	1.2	1	-11	-4	-5	nt	-1.4	-0.2	-2.2	nt	-1.2
43	O=C1C(=Cc2cccn2-c2ccccc2)C(=O)c2ccccc21	5.2	-15	2	0	2	-1.0	1.0*	-2.9	2.2	-1.1	0.2
44	Cc1ccc(S(=O)(=O)N2CCOCC2)cc1NC(=O)COc1ncnc2ccccc12	0.2	-5	-1	0	5	1.1	-0.9	-1.7	1.1	4.2	-0.1
45	Cc1ccc(S(=O)(=O)n2nc(C)c(S(=O)(=O)N3CCCCC3)c2C)cc1	0.6	2	4	-2	-10	0.9	-1.2	0.1	0.3	-1.1	0.8
46	COc1ccc2c(Cl)c(-c3nnc4n3CCCCC4)sc2c1	3.0	4	-7	3	0	-0.9	-1.2	0.8	-1.1	-1.9	-0.3
47	CCOC(=O)CC[C@H]1CC[C@]2(CCCN(S(=O)(=O)c3ccccc3)C2)O1	-3.5	6	2	0	2	nt	-1.0	nt	-1.9	nt	-0.4
48	C=CCOc1ccc(/C=N/NC(=O)c2cc3c(OC)cc(OC)cc3[nH]2)cc1	-0.6	-2	-31	-3	-370	-2.1	-1.7	-1.3	-3.0	1.0	-0.6
49	O=[N+]([O-])c1cc(S(=O)(=O)N2CCCC2)ccc1O	-1.3	0	12	-4	1	0.4	-0.7	0.5	-0.2	3.2	0.3
50	O=C(NCCN1CCN(C(=O)c2cc3ccccc3oc2=O)CC1)c1cc2ccccc2oc1=O	1.1	3	1	0	0	-0.3	-1.2	-0.4	-0.7	-0.2	-0.6
51	CCCCc1ccc(NC(=S)NN2CCOCC2)cc1	4.0	-1	10	0	-1	-0.8	-1.3	-1.3	-1.5	2.6	-0.4
52	Cc1cccc(NS(=O)(=O)c2ccc(C)c(C(=O)N(C)C)c2)c1	-2.5	-3	3	-1	-2	0.0	-1.5	-1.2	-0.7	1.8	-0.4
53	CN(C)S(=O)(=O)n1cc(/C=C(\NC(=O)c2ccccc2F)C(=O)NCCN2CCOCC2)c2ccccc21	-3.0	-6	-6	4	1	-1.0	-1.3	1.4	-2.4	-0.8	-2.0
54	Cc1noc(NS(=O)(=O)c2ccc(NC(=O)CSc3ncccn3)cc2)c1C	-2.4	-6	8	-2	5	1.4	-1.6	3.5	-0.8	-0.8	-0.9

Screening results from PubChem BioAssay.
